D1 potentiator: potentiators of human D1 dopamine receptor | HEK293 TREx D1 cells, calcium flux, dopamine EC20 potentiation | 360,000 tested, 0.036% active | AID 504651 | potentiation, % at 10 µM; in the data active means potentiation above about 30%; further: 0% is about no effect
D2 antag: antagonizes the human D2 dopamine receptor; P14416; HEK293 TREx D2 cells, calcium flux, dopamine EC80; AID 485344; inhibition, % at 10 µM; 340,000 tested, 2% active; in the data active means inhibition above about 30%; further: 0% is about no effect
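Inhibition of EC80 dopamine-driven calcium flux, recorded kinetically, defines activity here; cells are a tetracycline-induced HEK293 T-REx line expressing force-coupled D2.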
RXFP1 antagonist: antagonists of human relaxin receptor RXFP1; 350,000 tested, 0.59% active; AID 1259400; HEK293-RXFP1, relaxin-stimulated cAMP HTRF, 30 min; active compounds read low; activity change, negative = inhibition, % at 57.5 µM;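 active means activity change of -60% or lower, but not beyond a set lower limit; inconclusive means change between -60% and -40%, or beyond the set limit; inactive means change above -40%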; further: on the % scale 0 is the no-effect control and ±100 the full control effect
Target sequence (Q9HBX9 whole entry, looked up): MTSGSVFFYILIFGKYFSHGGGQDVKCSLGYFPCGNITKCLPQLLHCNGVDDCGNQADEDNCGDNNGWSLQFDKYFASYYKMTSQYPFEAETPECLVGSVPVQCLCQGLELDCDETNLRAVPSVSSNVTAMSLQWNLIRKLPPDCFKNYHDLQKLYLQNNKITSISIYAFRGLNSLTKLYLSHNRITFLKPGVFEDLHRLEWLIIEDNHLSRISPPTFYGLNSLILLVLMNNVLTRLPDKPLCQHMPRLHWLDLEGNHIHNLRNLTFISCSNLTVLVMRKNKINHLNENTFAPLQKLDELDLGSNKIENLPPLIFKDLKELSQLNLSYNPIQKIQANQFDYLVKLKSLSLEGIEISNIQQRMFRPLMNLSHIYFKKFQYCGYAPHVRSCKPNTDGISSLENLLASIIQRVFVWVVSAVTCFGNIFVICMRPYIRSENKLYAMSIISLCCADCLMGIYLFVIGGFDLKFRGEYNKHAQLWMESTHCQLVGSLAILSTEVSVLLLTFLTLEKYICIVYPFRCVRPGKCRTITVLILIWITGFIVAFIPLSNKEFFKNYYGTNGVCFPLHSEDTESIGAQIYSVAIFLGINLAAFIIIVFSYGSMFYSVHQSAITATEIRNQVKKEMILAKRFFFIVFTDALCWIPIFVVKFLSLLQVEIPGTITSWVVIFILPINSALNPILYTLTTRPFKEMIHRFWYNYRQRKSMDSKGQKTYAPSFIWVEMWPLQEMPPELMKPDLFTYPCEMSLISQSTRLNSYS
TRHR enhancer: allosteric enhancers of human TRH receptor. P34981. TRHR cells, fluo-8 calcium fluorescence, EC20 TRH enhancement. enhancement, % at 2 µM. 360,000 tested, 0.66% active. AID 493056; in the data active means enhancement above about 30%; further: 0% is about no effect
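Enhancer read-out: after compound pinning and an initial kinetic agonist-mode read, an EC20 of TRH (10 nM final) was injected and fluo-8 calcium signal (Ex 480/Em 530) followed at 1 s/cycle for 100 cycles in TRHR-expressing cells.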
TRHR agonist: agonists of human TRH receptor | P34981 | TRHR cells, calcium flux fluo-8, FDSS agonist mode | activation, % at 2 µM | 360,000 tested, 0.18% active | AID 493084; further: 0% is about no effect
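In this calcium-flux screen, cells bearing human TRHR are dye-loaded with fluo-8, baselined for 10 cycles, then exposed to library compounds; positive kinetic calcium responses during the agonist phase mark hits, with TRH as control.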
D2 PAM: positive allosteric modulators of human D2 dopamine receptor | AID 485347 | HEK293 T-REx D2, calcium flux, EC20 dopamine potentiation | P14416 | potentiation, % at 10 µM | 340,000 tested, 0.34% active;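 active means potentiation over 3 SD above the plate norm, cut at about 30% in these data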; further: 0% is about no effect
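Primary screen. Calcium kinetics in induced HEK293 T-REx D2 cells: compound pre-addition 180 s, EC20 dopamine, 180 s more.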
D1 ag: agonists of human D1 dopamine receptor. 360,000 tested, 1% active. activation, % at 2 µM. HEK293 T-REx D1 cells, calcium flux, agonist mode. AID 504660. P21728; further: 0% is about no effect
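Tetracycline-induced HEK293 TREx D1 cells, force-coupled to calcium signalling, were dye-loaded with a no-wash calcium kit. Compound was pin-added after a 10 s baseline. Fluorescence was read kinetically at 1 cycle/s for 180 s, with calcium rises flagged as agonism.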
D1 antagonist: antagonists of human D1 dopamine receptor; HEK293 TREx D1 cells, calcium flux, dopamine EC80; active compounds read low; activity change, negative = inhibition, % at 10 µM; 360,000 tested, 3.2% active; AID 504652; in the data active means activity change below about -30%; further: on the % scale 0 is the no-effect control and ±100 the full control effect
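Antagonism measured as reduced calcium response to an EC80 dopamine addition following 180 s compound pre-read; cells were inducible HEK293 Trex D1 plated overnight at 30 C, read kinetically at 1 cycle/sec.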
D2 agonist: agonists of human D2 dopamine receptor; P14416; HEK293 T-REx D2 cells, calcium flux agonist mode; activation, % at 2 µM; 340,000 tested, 0.53% active;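 active means activation over 3 SD above normal in the single-dose calcium agonist read, cut at about 30% in these data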; further: 0% is about no effect
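In this primary screen, compounds producing a positive calcium signal within 180 s of addition to tetracycline-induced, force-coupled HEK293 Trex D2 cells are flagged; cells are dye-loaded with a no-wash calcium kit beforehand.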
* = called active by the depositor; ? = inconclusive; . = not tested or not shown; & = joins results of further samples. Unless noted, no stated cut-off is given here; in the data, active means activation above about 30%; inactive means the rest.

SMILES	D1 potentiator	D2 antag	RXFP1 antagonist	TRHR enhancer	TRHR agonist	D2 PAM	D1 ag	D1 antagonist	D2 agonist
CCc1cc(C(=O)c2ccccc2OC)c(N)s1	1	-16	-20	-9	-1.3	-5	1	-12	-2.1
CC(=O)/C=C(\C)N=Nc1c(O)[nH]c2ccccc12	-4	-3	-5	0	-0.5	-4	2	25	-0.7
Cc1ccc(N2CC(C(=O)OCC(=O)c3ccc(C)c([N+](=O)[O-])c3)CC2=O)cc1 (centres undefined)	0	-12	-10	4	0.1	-2	0	3	-0.3
COc1ccc2[nH]c3c4c(ccc3c2c1)C(=O)C=CC4=O	-2	7	?	1	-1.9	8	2	-14	-1.2
Cc1cc(-c2nnc(SCC(=O)Nc3cccc(C)c3C)n2N)n[nH]1	4	10	-10	0	0.6	1	3	-7	-0.8
COC(=O)c1[nH]c2ccccc2c1NS(=O)(=O)c1ccc(F)c(C)c1	-7	11	6	44*	-0.2	-6	1	-48*	-0.1
O=C(O)CN1C(=O)c2cccc3c(Br)ccc1c23	-3	-5	-7	4	1.0	3	3	30	0.4
CC(=O)Nc1cc2c(cc1NC(=O)Cn1nc(-c3ccc(F)cc3)ccc1=O)OCCO2	3	4	6	-1	0.0	.	2	1	0.3
Cc1ccc(C(=O)Nc2cccc(C(=O)NCc3ccccc3)c2)cc1	-12	-2	.	-7	-0.9	-20	2	-10	-1.0
COCCNC(=O)c1ccc2c(c1)nc(C)n2-c1cccc(Cl)c1	-7	.	2	9	0.8	.	1	7	.
Cc1cn(Cc2ccccc2)c(=O)[nH]c1=O	-3	1	20	3	-1.2	2	1	.	-0.8
COc1ccccc1C(=O)N1CCN(c2cccc(Cl)c2)CC1	-4	-8	6	-3	-1.1	-7	0	-7	0.6

Complete entries, looked up by structure.
Shown for `Cc1cc(-c2nnc(SCC(=O)Nc3cccc(C)c3C)n2N)n[nH]1` = D1 potentiator: 4; D2 antag: 10; RXFP1 antagonist: -10; TRHR enhancer: 0; TRHR agonist: 0.6; D2 PAM: 1; D1 ag: 3; D1 antagonist: -7; D2 agonist: -0.8
Shown for `Cc1ccc(C(=O)Nc2cccc(C(=O)NCc3ccccc3)c2)cc1` = D1 potentiator: -12; D2 antag: -2; RXFP1 antagonist: .; TRHR enhancer: -7; TRHR agonist: -0.9; D2 PAM: -20; D1 ag: 2; D1 antagonist: -10; D2 agonist: -1.0

Ordered by the number under D1 potentiator (largest number first): some entries from above.
Structure	D1 potentiator	D2 antag	RXFP1 antagonist	TRHR enhancer	TRHR agonist	D2 PAM	D1 ag	D1 antagonist
Cc1cc(-c2nnc(SCC(=O)Nc3cccc(C)c3C)n2N)n[nH]1	4	10	-10	0	0.6	1	3	-7
CCc1cc(C(=O)c2ccccc2OC)c(N)s1	1	-16	-20	-9	-1.3	-5	1	-12
Cc1ccc(N2CC(C(=O)OCC(=O)c3ccc(C)c([N+](=O)[O-])c3)CC2=O)cc1 (centres undefined)	0	-12	-10	4	0.1	-2	0	3

Remaining list, next part
SMILES	D1 potentiator	D2 antag	RXFP1 antagonist	TRHR enhancer	TRHR agonist	D2 PAM	D1 ag	D1 antagonist	D2 agonist
Brc1cccc(CNc2nc3ccccc3n2CCN2CCCCC2)c1	-7	-18	-4	-4	-0.3	-27	8	-16	-1.8
COc1ccccc1NC(=O)N1CCN(Cc2ccc3c(c2)OCO3)CC1	-5	14	-9	1	-0.8	-3	1	-22	0.3
CCOc1cc(CNC(=O)c2ccc3c(c2)N(C)C(=O)C2CCCCN32)ccc1OC (centres undefined)	1	.	-8	3	-0.5	12	0	-11	0.2
COc1ccc(CN(CC(=O)NC(C)C)C(=O)CCC(=O)Nc2nccs2)cc1	-6	-11	-7	-3	0.4	11	2	-20	0.1
O=[N+]([O-])c1cccc(NNS(=O)(=O)c2ccccc2F)c1	-3	.	12	-6	-0.1	.	1	-4	.
COc1cc(-c2nc3ccc(C)cn3c2Nc2ccc(Cl)cc2)ccc1O	-1	.	.	-1	-0.7	1	2	-5	-0.5
CCN1CCN(c2cc3c(cc2F)c(=O)c(S(=O)(=O)c2ccccc2)cn3C)CC1	-7&-6	-6	-6&2	0&2	-0.1&0.4	-5&-6	6&1	5&11	0.0&0.1
COc1ccccc1C(=O)Nc1onc(C)c1C#N	-8	-8	2	5	1.0	-1	1	2	0.7
CC(=O)Nc1cccc(C(=O)N/N=C/c2cccc(C)n2)c1	-3	-10	1	0	0.9	0	3	-11	0.3
CN(CCc1ccccn1)C(=O)CCC1CCCN(C(=O)c2cscn2)C1 (centres undefined)	-7	.	3	-2	-2.4	.	0	12	.
O=C(O)c1ccc(S(=O)(=O)NCc2cccnc2)cc1	-2	0	-4	35*	0.3	-2	2	2	0.5
O=C(O)c1ccc(NC(=O)c2cccc(NC(=O)c3cccs3)c2)cc1	-1	-5	-3	1	1.2	-2	4	-7	-0.2
O=C(Nc1ccc(C(=O)OCc2cc(=O)n3ccsc3n2)cc1)c1cccc(F)c1	1	.	-4	2	0.0	1	0	8	-0.4
CCOC(=O)c1c(-c2ccc(F)cc2)csc1NC(=O)c1c(-c2ccccc2)noc1C	-2	10	-7	8	1.0	11	5	7	1.2
O=C(O)c1ccc(-c2ccco2)n1Cc1ccccc1	8	9	-18	2	-0.1	2	3	-1	0.8
COCCC(=O)N1CCC(Oc2ccc(C(=O)NCCSC)cc2)CC1	-4	5	-8	5	0.3	9	3	11	0.7
CCCCOc1ccc(C(=O)NCC(=O)NC2CCC(C)CC2)cc1 (centres undefined)	4	-6	-5	-1	-0.4	0	5	9	-0.1
COc1ccc(OCC(=O)c2c(O)c3ccccc3oc2=O)cc1	-2	-9	-10	0	0.2	-2	1	-3	-0.1
O=C1CC(c2ccccc2)CC(O)=C1C=NC1CCCCCC1 (centres undefined)	-8	-7	1	16	-2.7	14	12	-8	-0.4
CCCc1nnc(NC(=O)c2c(O)c3c([nH]c2=O)CCCC3)s1	5	4	-3	-3	0.4	13	2	3	0.1
CC(C)CC(NC(=O)OC(C)(C)C)C(=O)NCc1ccccc1 (centres undefined)	2	-13	7	-13	-0.5	21	5	2	-1.4
COc1ccccc1-c1noc(CCC(=O)Nc2ccccc2Cl)n1	-2	-19	-9	-4	0.0	13	8	-2	-1.2
CCOC(=O)c1[nH]c(C)c(C(=O)OCC(=O)Nc2sc3c(c2C#N)CCCCC3)c1C	-7	-17	13	10	0.0	3	1	-24	0.2
Cc1ccc(-c2nc(NCc3ccco3)n(C(=O)c3ccco3)n2)cc1	-3	-5	-10	0	0.0	1	1	9	0.1
N#CCC(=O)Nc1ccc(C(=O)OCC(=O)NC(=O)Cc2ccccc2)cc1	-3	27	-27	-5	0.1	-8	2	18	-0.6
O=C(NCCNC(=O)c1ccco1)c1cccc(F)c1	-4	-4	-12	6	0.2	2	7	4	0.3
O=C1C(=O)N(CCCn2ccnc2)C(c2ccc(Br)cc2)/C1=C(\O)c1ccc2c(c1)OCCO2 (centres undefined)	-1	-7	15	6	-0.4	1	2	2	0.0
O=C(NNC(=O)c1cccs1)c1cccnc1	-11	-11	-3	2	0.4	.	0	-54*	0.4
CSCCCNC(=S)Nc1cccc(S(=O)(=O)NC2=NCCC2)c1	-6	-8	-4	1	0.3	-18	1	6	2.1
Cc1ccc(OCCn2cc(C(=O)c3cccs3)c3ccccc32)cc1	-3	.	-17	23	1.9	7	21	-6	2.2
O=C(CCN1C(=O)COc2ccccc21)NCCCN1CCN(c2ccc(F)cc2)CC1	-8	-8	10	-6	-0.1	-2	0	-4	0.3
CC1(C)CC(=O)C(CC(=O)NC2CCCc3ccccc32)C(=O)C1 (centres undefined)	-4	10	-3	-1	0.0	4	1	10	0.6
CC(C)c1nc(C#N)c(N2CCOCC2)o1	2	2	2	2	0.0	-3	3	-12	1.7
OC(COCc1ccccc1)CN1CCc2ccccc2C1 (centres undefined)	0	47*	10	-10	0.0	-27	4	-6	-0.3
COc1ccc(NS(=O)(=O)c2cccc(C(=O)NCC(c3ccccc3OC)N3CCCC3)c2)cc1 (centres undefined)	-6	14	-16	-2	0.3	9	2	-17	-0.3
CCn1c(/N=C/c2ccc(OC)cc2O)nc2ccccc21	-1	-2	-2	7	1.2	-8	6	2	1.3
CCCCCC(=O)NNC1CC(=O)N(c2ccccc2)C1=O (centres undefined)	-2	8	-3	-7	0.4	-3	2	-3	0.3
Cn1cnnc1SCC(=O)NC1CCCCCC1	6	10	9	1	1.1	-10	2	7	0.6
CCCCOc1ccc(N(CC(=O)NC(C)C)C(=O)CCC(=O)Nc2ccccn2)cc1	-5	17	0	3	-0.2	-3	1	32	0.4
Oc1ccccc1N1CCN(C(=S)NCCc2ccccc2)CC1	-10	.	-5	-3	2.0	.	9	-18	.
O=C(COC(=O)CCS(=O)(=O)c1ccccc1)Nc1cc(S(=O)(=O)N2CCCCC2)ccc1Cl	-4	-7	-4	-2	0.5	4	6	-13	1.4
O=C(c1ccc(COc2ccccc2)o1)N1CCN(S(=O)(=O)c2ccccc2Cl)CC1	0	13	-9	9	0.5	0	6	-3	1.0
CC1=C(C(=O)OC2CCCC2)C(c2ccccc2Cl)CC(=O)N1 (centres undefined)	8	.	6	4	-1.2	0	1	12	-0.3
Cc1oc(-c2ccc(Cl)cc2)nc1CN1CCC(C(=O)NCCCN2CCCC(C)C2)CC1 (centres undefined)	-5	-15	-12	7	0.1	-4	4	-30*	-0.3
COc1ccc(/C=C/C(=O)NC(=S)NNC(=O)c2cc(OC)c(OC)c(OC)c2)cc1	0	1	-8	-2	-0.3	3	4	5	0.9
COc1ccccc1CNC(=O)Cn1ncn2c(cc3sccc32)c1=O	-3	.	-14	13	-0.4	2	0	9	.
CN1CCN(CCN2CCn3c2nc2ccccc23)CC1	-6	-4	-6	-3	2.4	-1	2	33	0.5
Clc1cccc(NCc2nnc3n2CCCCC3)c1	-2	-7	1	1	1.9	8	3	21	-0.4
O=C(OCCc1cc2ccccc2c(=O)o1)c1ccc(C(F)(F)F)cc1	-3	2	.	5	0.6	23	6	.	0.1
O=C(NCc1ccccn1)c1ccc(-c2ccccc2)cc1	-3	-2	-2	-2	-0.9	-1	4	-13	-1.5
COC(=O)c1ccccc1NC(=O)c1ccc(NS(C)(=O)=O)cc1	-4	-18	-3	0	-1.1	.	3	5	1.9
COC(=O)c1ccc(CSc2ncnc3sc(C)c(C)c23)o1	-5	-2	-14	0	-0.3	7	2	-17	0.1
COc1ccc(NC(=O)C2CC(=O)N/C(=N/N=C/c3ccccc3)S2)cc1 (centres undefined)	4	.	-3	-2	0.8	.	3	6	.
CCc1ccccc1NC(=O)N1CCCc2ccccc21	-1	4	3	-2	0.6	10	1	5	-0.2
CCOC(=O)C1(Cc2cccc(Cl)c2)CCCN(C(=O)c2cccnc2)C1 (centres undefined)	1	-2	-10	-9	0.6	-17	5	-5	-0.4
CC(=O)N1CCc2cc(Br)cc(S(=O)(=O)NCc3ccccn3)c21	-8	-7	0	1	0.1	-4	6	5	0.2
Cc1ccc(/C(N)=N/OC(=O)C(C)c2ccc([N+](=O)[O-])cc2)cc1 (centres undefined)	2	6	-17	-8	1.7	6	12	-5	1.6
COc1ccc(Cl)cc1NC(=O)CN(c1cccc(C)c1C)S(C)(=O)=O	-3	.	.	-1	1.4	-5	11	-9	5.1
CCCCCOc1ccc(Cn2c(=O)oc3ccc(C)cc32)cc1OC	-8	.	.	-2	2.1	-10	21	2	1.0
